aGlu spleen mod: inhibitors or activators of human alpha-glucosidase in spleen homogenate. human spleen homogenate, 4-MU-alpha-glucoside fluorescence. Potency, µM (series often up to 79.9 µM), inactives show top-dose activity change, negative = inhibition, most hits filed as inhibitors. 240,000 tested, 0.006% active. AID 2112;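 further: potency means the concentration at half of the fitted maximal effect; 0% = enzyme with vehicle and -100% = no enzyme basal signal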
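Enzyme source: human spleen homogenate, 1 ug/well. Buffer 50 mM citric acid/K phosphate pH 5.0, 0.01% Tween-20. 4-MU-alpha-glucoside 1 mM; 37 C x 40 min; NaOH/glycine stop; fluorescence.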
CBFb-RUNX1 inh: inhibitors of human CBF-beta and RUNX1 interaction | AlphaScreen CBFb-His/RUNX1-biotin binding, biochemical | Potency, µM (top dose mostly 59.8 µM), for the others: top-dose activity, negative = inhibition, hits mostly inhibitors | 230,000 tested, under 10 active; further: % of control where 0% means no effect
Target sequence (Q01196 whole entry, looked up): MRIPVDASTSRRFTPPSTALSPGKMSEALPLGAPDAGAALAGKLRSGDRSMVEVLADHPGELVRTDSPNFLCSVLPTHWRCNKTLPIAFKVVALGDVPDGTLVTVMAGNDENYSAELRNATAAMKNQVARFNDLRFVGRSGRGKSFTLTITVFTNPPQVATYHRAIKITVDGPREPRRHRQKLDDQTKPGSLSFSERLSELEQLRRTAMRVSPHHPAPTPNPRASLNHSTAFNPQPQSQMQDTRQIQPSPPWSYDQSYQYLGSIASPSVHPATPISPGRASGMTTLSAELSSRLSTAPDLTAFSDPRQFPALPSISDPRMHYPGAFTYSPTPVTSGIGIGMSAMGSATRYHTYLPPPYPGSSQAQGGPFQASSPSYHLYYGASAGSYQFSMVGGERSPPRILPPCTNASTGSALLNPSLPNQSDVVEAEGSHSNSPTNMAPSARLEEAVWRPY
Target sequence (Q13951 whole entry, looked up): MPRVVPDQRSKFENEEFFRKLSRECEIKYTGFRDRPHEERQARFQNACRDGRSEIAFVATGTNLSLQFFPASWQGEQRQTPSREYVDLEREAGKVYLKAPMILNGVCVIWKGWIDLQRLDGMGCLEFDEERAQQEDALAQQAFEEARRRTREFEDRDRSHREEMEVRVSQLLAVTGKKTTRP
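Bead-based AlphaScreen assay; binding partners His-tagged CBF-beta and biotinylated RUNX1 at 30 nM each. Compound exposure 15 min after a 20-min protein preincubation; bead step 90 min; all steps at room temperature.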
GAA inh: alpha-glucosidase (human) inhibition. purified human GAA, 4-MU-alpha-glucoside fluorescence. Potency, µM (doses to about 76.9 µM), for inactives: top-dose activity change, negative = inhibition, actives largely listed as inhibitors. 200,000 tested, 0.005% active. AID 1466;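 further: potency means the concentration at half of the fitted maximal effect; plate controls were uninhibited enzyme wells for no effect and no-enzyme background for full effect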
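Human alpha-glucosidase, 4 nM, pre-mixed with test compounds before 400 uM 4-methylumbelliferyl substrate; 20 min room temperature at pH 5.0. Fluorescence read after pH 10 stop; AC50 values from Hill-equation fits.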
Lamin A splicing: LMNA splicing modulation; Potency, µM (highest dose often 46.1 µM), for inactives: at the top dose ratio change, negative = inhibition, most hits filed as inhibitors; AID 1487; 200,000 tested, 0.01% active; HeLa LMNA splicing GFP/RFP minigene ratio, 48 h; active means well fitted inhibition curve with a large enough effect in the signal ratio, with a control signal flat, not every such curve was filed as active; inconclusive means small, poorly fitted or top-dose-only effect, or effect the other way, or a change in a side signal; the % refers to the signal ratio; further: potency means the concentration at half of the fitted maximal effect; on the % scale 0 is the no-effect control and ±100 the full control effect
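S3 HeLa stable clones carrying a lamin A-EGFP splicing minigene plus DsRed2 were seeded at 600 cells/well in Opti-MEM with 2% FBS, pin-dosed and incubated 48 h at 37°C. Acumen cytometry (488 nm) gave the GFP/RFP total-intensity ratio.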
HttQ103 aggreg: mutant huntingtin aggregation inhibition; PC12 HttQ103-GFP aggregates, Acumen cytometry, 40 h; Potency, µM (titrated, usually from 46.1 µM), without a hit: at the top dose activity change, negative = inhibition, actives largely listed as inhibitors; 220,000 tested, 1.1% active; AID 1688; further: potency means the concentration at half of the fitted maximal effect; on the % scale 0 is the no-effect control and ±100 the full control effect; nearly all actives have a fitted effect of over 60% in size
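Quantitative HTS on tebufenozide-induced (100 nM) PC12 cells stably expressing polyQ103 Huntingtin exon 1–GFP. Reduction of bright GFP aggregates, detected by laser scanning cytometry after lysis, identified actives across the titration.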
HTT ATP protect: cytoprotection in Huntington HTT-Q103 PC12 cell model; PC12 HTT-Q103 induced, cytoprotection, ATP luminescence, 40 h; Potency, µM (highest dose often 56.4 µM), for the others: cytoprotection (ATP increase), usual class: activators; 230,000 tested, 0.14% active; AID 1471;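 further: potency means the concentration at half of the fitted maximal effect; % of control where 0% means no effect; nearly all actives have a fitted effect of over 45% in size; toxic huntingtin expression switched on by the ecdysone agonist tebufenozide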
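Rat PC12, Q103 Htt exon1-GFP fusion, ecdysone promoter; tebufenozide inducer 100 nM final; compound titration; qHTS, 1500 cells/well; ATPlite luminescent read.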
GAA glycogen: inhibitors or activators of human alpha-glucosidase glycogen cleavage. P10253. recombinant GAA, glycogen substrate, Amplex Red glucose oxidase fluorescence. Potency, µM (highest dose often 76.4 µM), for the others: top-dose activity change, negative = inhibition, usual class: inhibitors. 300,000 tested, 0.38% active. AID 2100;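 further: potency means the concentration at half of the fitted maximal effect; 0% = full enzyme reaction and -100% = no-enzyme basal signal; the screen sought inhibitors and activators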
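Recombinant human alpha-glucosidase (4 nM final) hydrolysed bovine liver glycogen (30 ug) for 40 min at 37 C in pH 5.0 citrate/phosphate with 0.01% Tween-20. Released glucose detected by glucose oxidase/Amplex Red, Ex 573/Em 610 nm. Compounds up to 77 uM; AC50 from Hill fits.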
* hit, by the source's call; ? = inconclusive; . = no result given; [ ] = dose if it differs, or a comment. Unless noted, the call rests on the fitted dose curve; in most records, active means well fitted curve in the direction sought with a large enough effect; inconclusive means small, poorly fitted or top-dose-only effect, or another doubt; inactive means no such curve, though single readings can be large; an effect the other way counts as inactive or inconclusive. This is a random part of the collection; about 1.5% have a hit in one of these screens.

Below each compound: GAA glycogen, HttQ103 aggreg, HTT ATP protect, GAA inh, aGlu spleen mod, CBFb-RUNX1 inh, Lamin A splicing
1: S=C(NCc1ccc(Cl)cc1)NN1CCOCC1
  -20%, -6%[9.22 µM], 0%[10 µM], 12%, 2%, 2%, ?
2: CCOC(=O)c1c(CN(C)C)n(C)c2ccc(OC(C)=O)cc12
  -5%, -13%, -13%[0.074 µM], -2%, 7%, 6%, ?
3: Nc1ccc(C(=O)OCc2nc3cc4ccccc4cc3[nH]2)cc1
  ?, 2%, 7%[10 µM], 2%, 0%, -21%, ?
4: O=C(CSc1cccc2cccnc12)Nc1cccc(S(=O)(=O)N2CCOCC2)c1
  -8%, 30%, 0%[10 µM], 0%, 8%, -3%, -24%[46 µM]
5: CCOc1ccc(OCC)c(S(=O)(=O)n2cc(C)nc2CC)c1
  -6%, ., ., ?, -10%, -2%, .
6: CCOC(=O)c1[nH]c(CO)c(C(=O)OCC)c1C
  -9%, -3%[9.22 µM], -4%[10 µM], 9%, -7%, -2%, .
7: Cc1cccc(OCC(=O)NC(=S)Nc2ccc(S(=O)(=O)NC3CCCCC3)cc2)c1
  0%, -10%[9.22 µM], -10%, -3%, -13%, -6%, -1%
8: CCc1ccccc1N(CC(=O)NCCSCc1ccco1)S(C)(=O)=O
  -3%, -7%, -6%[10 µM], -2%, 1%, -2%, 11%
9: CCN(CC)S(=O)(=O)c1ccc(C(=O)NCC(c2cccs2)N2CCOCC2)cc1 (centres undefined)
  -1%, -19%, 13%[10 µM], 1%, 3%, 6%, 0%
10: CNC(=O)c1ccc2nc(NC(C)=O)sc2c1
  6%, -20%, -24%[10 µM], 10%, 7%, 0%, -5%
11: O=C(NC(=S)NC1CCSC1=O)c1ccccc1 (centres undefined)
  7%, 14%, 1%[10 µM], 1%, 1%, 3%, -6%
12: CCN(CC)c1nc2ccccc2n2cnnc12
  -2%, -18%, 9%[10 µM], 3%, -4%, 4%, 8%
13: CCOC(=O)C1CCCN(C(=O)c2cn(C)c3ccc(S(=O)(=O)N4CCCC4)cc3c2=O)C1 (centres undefined)
  10%, 7%, 7%, -5%, -10%, 9%, 0%
14: Cc1onc(-c2ccccc2)c1C(=O)NCC1COc2ccccc2O1 (centres undefined)
  1%, -10%, -10%, -3%, 1%, 5%, ?
15: CC1(C)Cc2c(C#N)c(NC3CCCCC3)nc(-c3ccco3)c2CO1
  1%, 16%, 9%, ?, 3%, 1%, -9%

An excerpt from above with just HTT ATP protect:
entry | structure | HTT ATP protect
1 | S=C(NCc1ccc(Cl)cc1)NN1CCOCC1 | 0%[10 µM]
2 | CCOC(=O)c1c(CN(C)C)n(C)c2ccc(OC(C)=O)cc12 | -13%[0.074 µM]
3 | Nc1ccc(C(=O)OCc2nc3cc4ccccc4cc3[nH]2)cc1 | 7%[10 µM]

Later entries
Below each compound: GAA glycogen, HttQ103 aggreg, HTT ATP protect, GAA inh, aGlu spleen mod, CBFb-RUNX1 inh, Lamin A splicing
16: O=C(NCCN1C(=O)C2C3C=CC(C3)C2C1=O)N1CCOCC1 (centres undefined)
  -2%, -7%, -15%, 3%, -5%, 0%, -6%
17: CCN(CC)CCOCCOc1ccc(Cl)c2ccccc12
  -4%, -11%, -19%, -6%, -6%, 3%, .
18: COc1cc(C(=O)Nc2nnc(C)s2)c([N+](=O)[O-])cc1OC
  8%, 5%[9.22 µM], 26%[10 µM], -11%, -4%, 4%, .
19: COc1cc(CNc2nc3ccccc3[nH]2)cc(OC)c1OC
  4%, -2%, 34%[10 µM], -9%, ?, -1%, -8%
20: CCCCCC(=O)Nc1ccc(N2CCN(S(C)(=O)=O)CC2)cc1
  2%, 5%, 9%, -6%, -22%, 10%, 2%
21: Cc1ccnc(NC2c3ccccc3C(=O)N2Cc2ccccc2Cl)c1 (centres undefined)
  -3%, 22%, -2%[10 µM], -6%, 5%, -3%, 0%
22: Cc1ccc(C(NC(=O)N2CCCC2)C(Cl)Cl)cc1F (centres undefined)
  1%, -4%, -7%, 1%, 1%, 15%, -25%[46 µM]
23: COc1ccc(/C=C2\SC(N3CCc4ccccc4C3)=NC2=O)cc1OC
  -6%, -13%, -2%[10 µM], -4%, -6%, 5%, -18%
24: O=C1CCc2cc(S(=O)(=O)N3CCN(Cc4ccc5c(c4)OCO5)CC3)ccc2N1
  -5%, 7%, -3%, -12%, -14%, 2%, ?
25: CC(C)Cn1cnc2c1c(=O)n(CC(O)c1ccccc1)c(=O)n2CC(C)C (centres undefined)
  -3%, 6%, -11%, -6%, 2%, -1%, -2%
26: O=C1CCN(C(=O)Nc2ccccc2Cl)N1
  -30%, -15%, -16%, -10%, -1%, 4%, 8%
27: CN(CC(=O)Nc1ccc(F)c(F)c1F)C1CCCCC1
  8%, 10%[9.22 µM], -9%, -14%, 7%, 2%, 21%
28: Cc1cccc(S(=O)(=O)Nc2nc3ccccc3nc2NCc2ccc3c(c2)OCO3)c1
  9%, 20%, 16%[10 µM], -1%, 12%, 5%, -12%
29: CCc1ccc(CNC(=O)CCc2nnc(Cc3cccc(C(F)(F)F)c3)o2)nc1
  4%, 2%, -28%, -5%, -12%, 6%, .
30: CCC(=O)Nc1ccc(C(=O)CSc2nnc(-c3ccc(O)cc3)n2CC2CCCO2)cc1 (centres undefined)
  5%, 19%, 1%[10 µM], 1%, -3%, 1%, 6%
31: Cn1cc([N+](=O)[O-])c(C(=O)NCc2cc3cc(Cl)ccc3[nH]2)n1
  11%, ?, ., -1%, 1%, 3%, -5%
32: COc1cc(C)ccc1OCCOc1c(C)cc(Cl)cc1Cl
  -2%, 1%, ?, -1%, -1%, 16%, -5%
33: CCC(C)NC(=O)c1cccc(OCc2c(C)noc2C)c1 (centres undefined)
  8%, 28%, -2%[10 µM], 5%, 0%, -6%, 11%[46 µM]
34: O=C(CSc1nc2ccccc2o1)NCc1ccco1
  11%, -10%, 0%, -3%, 3%, 6%, 3%
35: O=C1C=C(c2ccccc2)OC2(CCCC2)O1
  -16%, -11%, -1%[10 µM], 2%, 18%, 3%, 3%
36: Cc1ccc(/C=N/NS(=O)(=O)c2ccccc2)o1
  -10%, ?, ., 1%, -14%, 8%, ?
37: Cc1cccc(C)c1NC(=O)Cn1c(=O)n(CCC(=O)NCc2ccco2)c(=O)c2sccc21
  1%, 20%, -2%, -5%, 4%, 1%, 2%
38: Cc1cc(C)n(-c2ncnc3sc4c(c23)CC(C)CC4)n1 (centres undefined)
  -12%, 19%, -8%[10 µM], 4%, -2%, 0%, 1%
39: COC(=O)Cc1cc(=O)oc2cc(O)ccc12
  -4%, -7%, -20%, ?, ?, -2%, 28%[46 µM]
40: C=CCn1c(=S)sc2c(=O)[nH]c(C)nc21
  10%, -9%[9.22 µM], 7%[10 µM], -7%, -1%, 6%, .
41: COc1ccc(NC(=S)Nc2ccc(C)c(S(=O)(=O)N3CCCCC3)c2)cc1
  -13%, ?, -22%[10 µM], ?, 0%, 1%, ?
42: CC1(C)C(N(O)C(=O)Nc2ccccc2)N(c2cccc(Cl)c2)C(=O)N1O (centres undefined)
  ?, 5%, 11%, -2%, -8%, 1%, 6%
43: COc1ccc(NC(=O)Cc2ccc(Cl)c(Cl)c2)cn1
  -13%, -14%, -35%[inhibitor], -5%, -3%, 0%, .
44: Cc1cc(C)c2nc(SCC(=O)NC(=O)c3cccn3C)cc(C)c2c1
  1%, -17%, -47%[inhibitor], -4%, -20%, -22%, .
45: NC(=O)CCC(C(=O)O)N1C(=O)c2ccc(O)cc2C1=O (centres undefined)
  -2%, 34%[9.22 µM], 11%[10 µM], ., -5%, 12%, .
46: CCCC(=O)NCCc1ccc(F)cc1
  4%, -6%, 1%, 0%, 2%, 2%, 10%
47: CCCCCCCCC(=O)N/N=C(\C)c1cccnc1
  -10%, -9%, -8%[10 µM], 0%, -5%, 8%, -7%
48: Brc1ccc(-c2nnc3sc(CNCc4ccc5c(c4)OCO5)cn23)cc1
  2%, -1%, -14%, -4%, -6%, 6%, -6%
49: O=C1NC(=O)/C(=C/c2cccc(O)c2)N1
  -2%, 18%[9.22 µM], 8%[10 µM], ., -4%, -13%, .
50: COc1ccc(NC(C)=O)cc1NC(C)C(=O)Nc1ccc(F)c(F)c1F (centres undefined)
  14%, 3%, 7%[10 µM], 2%, 2%, -1%, 0%
51: CN1C(=O)c2oc3ccc(Br)cc3c(=O)c2C1c1ccncc1 (centres undefined)
  -1%, -14%, -9%[0.074 µM], 1%, -5%, 2%, 9%
52: O=C(O)CCn1c(=O)c2ccccc2c2ccccc2c1=O
  -8%, -4%, -8%, 1%, -1%, 11%, 21%
53: O=C(Nc1ccc(Cn2nnc3ccccc32)cc1)c1ccco1
  -2%, -7%, -14%, 7%, 7%, 5%, ?
54: O=C(Nc1cccc2nsnc12)c1ccc(F)cc1
  -4%, ?, -2%, -3%, 0%, 13%, 3%
55: CCN(Cc1cc2ccccc2[nH]c1=O)C(=O)C1CCCCC1
  2%, -15%, -2%[0.074 µM], 2%, -30%, 5%, -9%
56: CCCN(CCC)S(=O)(=O)c1ccc(C(=O)N2CCC(=O)c3ccccc32)cc1
  5%, -17%, -3%, -6%, -8%, 10%, ?
57: CS(=O)(=O)N1CCN(C(=O)c2csc3ccccc23)CC1
  3%, -3%, -30%[0.074 µM], -1%, -4%, 8%, -13%
58: CC(NC(=O)CN(C)Cc1nc2ccccc2c(=O)[nH]1)c1ccccc1 (centres undefined)
  -2%, 14%, 3%, -9%, 3%, 0%, -10%
59: CC1=Nc2ccccc2N=C(NC(=O)CSC(=S)N2CCCCC2)C1c1ccccc1 (centres undefined)
  -21%, 2%[9.22 µM], 16%[10 µM], ., -2%, -6%, .

Looked up above:
In GAA glycogen, S=C(NCc1ccc(Cl)cc1)NN1CCOCC1 has -20%
In CBFb-RUNX1 inh, CCOc1ccc(OCC)c(S(=O)(=O)n2cc(C)nc2CC)c1 has -2%
